# POLK inh – qHTS for Inhibitors of Polymerase Kappa. purified Pol kappa, fluorescent DNA synthesis assay, 10 min. 400,000 tested, 0.53% active. DNA polymerase kappa (Homo sapiens), Q9UBT6. AID 588579, 2011. Potency, µM (top dose mostly 107 µM), for the others: at the top dose activity, negative = inhibition, most hits filed as inhibitors; also: potency is read from the fitted curve at half-maximal effect; % is scaled to controls: 0 for no effect and ±100 for the full control effect
#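 Activity was followed as the change in fluorescence between reads at 0 and 10 min after starting the reaction with 50 nM substrate. Beforehand, 10 nM polymerase had been preincubated with compound for 15 min at room temperature.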
# RGS4 inh – Inhibitors of Regulator of G Protein Signaling (RGS) 4: qHTS. 390,000 tested, 0.039% active. Potency, µM (titrated, usually from 114 µM), without a hit: at the highest dose activity change, negative = inhibition, usual class: inhibitors. Transcreener GDP fluorescence polarization, RGS4-accelerated GTP hydrolysis. Regulator of G-protein signaling 4 (Homo sapiens), P49798; also: potency is read from the fitted curve at half-maximal effect; % is scaled to controls: 0 for no effect and ±100 for the full control effect; nearly all actives have a fitted effect of over 75% in size; some results filed as inactive show a strong effect at the top dose
# Target sequence (P49798 whole entry, looked up): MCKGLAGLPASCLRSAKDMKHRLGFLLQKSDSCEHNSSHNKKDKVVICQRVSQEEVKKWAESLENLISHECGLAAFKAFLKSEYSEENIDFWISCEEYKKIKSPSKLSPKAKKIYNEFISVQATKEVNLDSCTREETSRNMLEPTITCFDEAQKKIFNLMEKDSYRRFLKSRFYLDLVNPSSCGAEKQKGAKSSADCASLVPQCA
#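 MLSMR compounds (23 nl, pin-transferred) preincubated 10 min at room temperature with a 500nM (2x) first reagent, then RGS4 at 900nM (2x) plus Transcreener GDP mix added; fluorescence polarization (620/688 nm) read before and after 90 min at 30 °C.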
# Apoferritin bind – qHTS Assay for Identification of Novel General Anesthetics; AID 485281, 2010; Potency, µM (doses to about 77.5 µM), for the others: at the top dose activity change, negative = displacement, usual class: inhibitors; 350,000 tested, 0.074% active; apoferritin/1-aminoanthracene competitive binding, fluorescence; also: potency is read from the fitted curve at half-maximal effect; % is scaled to controls: 0 for no effect and ±100 for the full control effect; nearly all actives have a fitted effect of over 20% in size
#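 Apoferritin-based anesthetic binding model; compound displacement of fluorescent 1-AMA measured as endpoint fluorescence after 10 minutes at room temperature, scaled to free-ligand and complex controls.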
# ERG Ets-DNA blk – qHTS for Small Molecule Inhibitors of the ERG Ets/DNA interaction | Potency, µM (highest dose often 76.9 µM), for inactives: top-dose FP activity, negative = inhibition, most hits filed as inhibitors | 370,000 tested, 0.028% active | AID 624246, 2012 | fluorescence polarization, His-ERG Ets domain / labelled DNA | Transcriptional regulator ERG (Homo sapiens), P11308; active = well fitted inhibition curve with a large enough effect in the polarisation, with a control signal flat; inconclusive = small, poorly fitted or top-dose-only effect, or effect the other way, or a change in a side signal; inactive = no such curve, though single readings can be large or run the other way; the % refers to the polarisation;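 also: polarization taken with two DNA probes labelled with fluorescein and Texas red; potency is read from the fitted curve at half-maximal effect; % of control where 0% means no effect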
# Target sequence (P11308 whole entry, looked up, the tested form may be a part): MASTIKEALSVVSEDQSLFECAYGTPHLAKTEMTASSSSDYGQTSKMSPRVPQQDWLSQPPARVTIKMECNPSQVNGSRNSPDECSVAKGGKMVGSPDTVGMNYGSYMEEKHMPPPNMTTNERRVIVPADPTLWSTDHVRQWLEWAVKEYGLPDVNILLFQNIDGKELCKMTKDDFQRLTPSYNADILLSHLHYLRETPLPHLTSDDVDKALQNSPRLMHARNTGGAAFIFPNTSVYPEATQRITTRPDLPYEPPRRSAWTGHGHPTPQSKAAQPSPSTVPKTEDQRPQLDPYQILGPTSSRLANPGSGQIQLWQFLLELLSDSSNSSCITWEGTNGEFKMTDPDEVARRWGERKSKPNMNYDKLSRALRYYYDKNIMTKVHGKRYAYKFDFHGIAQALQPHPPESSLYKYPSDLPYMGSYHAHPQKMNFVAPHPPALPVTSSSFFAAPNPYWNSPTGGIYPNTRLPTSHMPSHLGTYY
#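 His-tagged ERG Ets domain (1 uM in the protein solution; 300mM KCl, 50mM Tris-HCl, 1mM EDTA, 1mM DTT, pH 7.5) received compound, then a probe mix of 5 nM fluorescein-DNA and 100nM Texas-615-DNA. Fluorescence polarization was read for both dyes.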
# POLB inh – qHTS Assay for Inhibitors of DNA Polymerase Beta; Pol beta primer extension/strand displacement, fluorescence kinetic; 340,000 tested, 1.3% active; AID 485314, 2010; Potency, µM (doses to about 114 µM), for the others: at the highest dose activity change, negative = inhibition, most hits filed as inhibitors; also: potency is read from the fitted curve at half-maximal effect; % is scaled to controls: 0 for no effect and ±100 for the full control effect
#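 Pol beta (10 nM) and compounds were preincubated 15 min at room temperature, then 50 nM substrate (final) started primer extension/strand displacement. Reads were taken at 0 and 10 min; concentration-response data were fitted to a four-parameter Hill equation.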
# APE1 inh – qHTS Assay for Inhibitors of the Human Apurinic/apyrimidinic Endonuclease 1 (APE1); 350,000 tested, 0.35% active; AID 2517, 2012; Potency, µM (highest dose often 65.8 µM), inactives show at the highest dose activity change, negative = inhibition, actives largely listed as inhibitors; recombinant APE1, TAMRA/BHQ-2 abasic DNA cleavage fluorescence;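 also: potency is read from the fitted curve at half-maximal effect; plate controls were vehicle for no effect and reference inhibitor for full effect; nearly all actives have a fitted effect of over 55% in size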
# Target sequence (P27695 whole entry, looked up): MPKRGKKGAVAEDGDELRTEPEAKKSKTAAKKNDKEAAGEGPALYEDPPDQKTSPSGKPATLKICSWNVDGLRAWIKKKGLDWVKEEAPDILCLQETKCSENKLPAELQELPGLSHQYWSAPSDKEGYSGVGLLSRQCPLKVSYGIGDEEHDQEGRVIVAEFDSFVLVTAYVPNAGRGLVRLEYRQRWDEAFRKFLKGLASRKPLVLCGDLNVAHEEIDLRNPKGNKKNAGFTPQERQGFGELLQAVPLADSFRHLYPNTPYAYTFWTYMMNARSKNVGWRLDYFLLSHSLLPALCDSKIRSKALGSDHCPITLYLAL
#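 Substrate: short duplex with […] THF abasic site, 5'-TAMRA and 3'-BHQ-2, 50 nM final. APE1 at 0.75 nM, preincubated 15 min RT with compound. Fluorescence increase from first to third read measured activity.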
# Pol eta inh – qHTS for Inhibitors of Polymerase Eta. DNA polymerase eta (Homo sapiens), Q9Y253. recombinant Pol eta, fluorescent DNA replication assay. Potency, µM (top dose mostly 114 µM), inactives show at the highest dose activity change, negative = inhibition, hits mostly inhibitors. 390,000 tested, 1.2% active. AID 588591, 2011; also: potency is read from the fitted curve at half-maximal effect; % is scaled to controls: 0 for no effect and ±100 for the full control effect
#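 Pol eta at 10 nM preincubated with compounds 15 min at room temperature; reaction started with fluorescent substrate (50 nM final) and read kinetically at 0 and 10 min.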
# LDHA inh – qHTS assay for inhibitors of human lactate dehydrogenase | L-lactate dehydrogenase A chain (Homo sapiens), P00338 | purified LDHA, NADH/diaphorase-resazurin fluorescence; active compounds read low | activity change, % (values are at about 110 or 230 µM) | 480,000 tested, 0.15% active | AID 1347041, 2019; in the data active = activity change below about -30%; inconclusive = mostly about -25% to -30%;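 also: plate controls were DMSO wells for no effect and wells without enzyme for full effect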
#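 Remaining NADH was detected by diaphorase (0.133 mg/mL) converting 37 µM resazurin to fluorescent resorufin, read at 0 and 20 minutes. The preceding 5-minute room-temperature reaction used 2 nM LDHA, 0.2 mM sodium pyruvate and 0.06 mM NADH at pH 7.4.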
# 12-LOX inh – Primary qHTS assay for inhibitors of human arachidonate 12S-lipoxygenase (ALOX12): Round 2. Potency, µM (highest dose often 108 µM), for the others: at the highest dose activity change, negative = inhibition, most hits filed as inhibitors. 580,000 tested, 1.1% active. purified 12hLO, xylenol orange hydroperoxide absorbance. Polyunsaturated fatty acid lipoxygenase ALOX12 (Homo sapiens), P18054; also: potency is read from the fitted curve at half-maximal effect; % is scaled to controls: 0 for no effect and ±100 for the full control effect
#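 Purified human 12hLO (150 nM final) in 25 mM Hepes, 0.01% Triton X-100, pH 7.0 was preincubated 15 min at room temperature with compound. Then 40 uM arachidonic acid was added, 30 min. Hydroperoxide was read by Fe-XO absorbance ratio 573/405 nm.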
# * hit, by the source's call; ? = inconclusive; . = not tested or not shown; [ ] = remark or other dose. Unless noted, calls follow the shape of the dose curve; as a rule, active = well fitted curve in the direction sought with a large enough effect; inconclusive = small, poorly fitted or top-dose-only effect, or another doubt; inactive = no such curve, though single readings can be large; an effect the other way counts as inactive or inconclusive. These rows are one share of the data; count on the stated rates, not on these rows.
POLK inh	RGS4 inh	Apoferritin bind	compound	ERG Ets-DNA blk	POLB inh	APE1 inh	Pol eta inh	LDHA inh	12-LOX inh
-10%	4%	?	COc1ccc(C(=O)NC(Nc2ccccc2)C(Cl)(Cl)Cl)cc1 (centres undefined)	2%	1%	-5%	-13%	-11	0%
-18%	14%	.	CSc1ccc(S(=O)(=O)NCC(=O)OCC(=O)N(C)C2CCCCC2)cc1[N+](=O)[O-]	6%	.	-16%	-1%	-5	?
-14%	0%	-3%	CC(=O)Nc1ccc(NC(=O)c2ccccc2N(Cc2ccccc2)S(C)(=O)=O)cc1	-4%	-11%	25%	-8%	-6	-4%
3%	-2%	-5%	Cc1ccc(C2C(N)C(=O)N2c2ccc(C)cc2)cc1 (centres undefined)	2%	2%	42%	-2%	2	0%
-8%	-4%	-14%	O=C(NNc1nc(-c2ccccc2)cs1)c1ccccc1	-8%	12%	8%	-7%	-5	-6%
-8%	-2%	-9%	CCOc1cc(N2CCOCC2)c(OCC)cc1NC(=O)Cc1ccc(OC)c(OC)c1	-3%	6%	-1%	-16%	28	-9%
-11%[60.1 µM]	-12%	0%	CC1CCCCN1CCCNC(=O)c1cc(Sc2cccc(Cl)c2)nc2ccccc12 (centres undefined)	0%	6%	.	-14%	-6	0%
-16%	-2%	-11%	COc1ccc(CNC(=O)c2cccc(C)c2[N+](=O)[O-])cc1	0%	-6%	4%	-4%	-4	-1%
-6%	?	-13%	O=S1(=O)N=C(N(CCO)/N=C/c2ccccc2)c2ccccc21	-7%	-20%	-6%	3%	-19	-1%
-5%	9%	4%	O=c1ccn(Cc2ccccc2)c(=O)n1Cc1ccccc1	1%	-7%	0%	10%	-4	0%
0%	-15%	.	O=C(COC(=O)Cc1ccccc1F)NCc1ccc(Cl)cc1	-1%	.	1%	-17%	-6	-40%
-3%	-14%	.	C[C@H](O)[C@@H]1C(=O)N2CCc3ccc(-c4ccccc4)cc3[C@@H]2C[C@@H]1N(C)C(=O)Nc1cc(Cl)cc(Cl)c1	-5%	.	.	-15%	3	0%
-6%	-47%	.	CC1CN(S(=O)(=O)c2cccc(C(=O)Nc3cc(Cl)ccc3N3CCOCC3)c2)CC(C)O1 (centres undefined)	1%	.	-8%	-23%	-2	0%
-1%	14%	0%	COc1ccc(Br)cc1CN(C)CC(=O)Nc1cc(Cl)ccc1Cl	9%	-1%[57.1 µM]	4%	-16%	-4	18%
-5%	?	-20%	Cc1ccc(N2CC(C(=O)NCc3ccco3)CC2=O)cc1Cl (centres undefined)	-2%	?	5%	-8%	-1	0%
4%	-6%	-5%	NC(=O)c1ccccc1NC(=O)CCn1c(=S)oc2ccccc21	3%	0%	15%	-5%	-6	?
-11%	?	-11%	CS(=O)(=O)c1nc(-c2ccc(F)cc2)cc(C(F)(F)F)n1	-9%	23%	-3%	-5%	-9	-2%
-14%	-11%[11.4 µM]	-11%	COc1ccc(/C=N/n2c(=O)[nH]c3c([nH]c4ccc(Br)cc43)c2=O)cc1CN1CCOCC1	-1%	-10%	-3%	-2%	-1	?
-3%	-6%[56.9 µM]	-10%	COc1ccc(C2C(C(=O)N3CCCC3)CC(=O)N2c2ccc(OC)cc2)cc1 (centres undefined)	0%	9%	0%	0%	-11	32%[activator]
-3%	10%	-6%	O=C(OCC(=O)c1c[nH]c2ccccc12)C1=COCCO1	-28%	3%	0%	1%	-4	0%
-7%	3%	-24%	O=C(NCc1ccccc1Cl)C(=O)NCC1OCCN1S(=O)(=O)c1cccs1 (centres undefined)	1%	-20%	-9%	-27%	-4	0%
10%	-20%	-5%	C=CCn1c(=NC(=O)C2CC2)sc2cc(NC(C)=O)ccc21	-18%	21%	-3%	-14%	-2	8%[57.4 µM]
-20%	10%	-3%	COCCn1cnc2c1c(=O)n(CC(=O)OCC(=O)NCC(F)(F)F)c(=O)n2Cc1ccccc1	-13%	7%[57.1 µM]	1%	-11%	-2	19%
-9%	-2%[56.9 µM]	4%	CC(=O)C1CCCN(C(=O)c2ccc3oc(CCc4ccccc4)nc3c2)C1 (centres undefined)	-6%	31%	10%	-6%	-5	32%[activator]
-4%	-21%	.	CCOc1cc(N2CCOCC2)c(OCC)cc1NC(=O)c1cc(S(=O)(=O)N2CCOCC2)ccc1Cl	4%	.	-6%	-11%	7	-10%
-21%	10%	?	COC(=O)c1c(SCc2cccc3ccccc23)nc(=O)[nH]c1C	2%	-17%	-2%	-1%	-7	5%
-3%	14%	-2%	Nc1nc(N)nc(-c2ccc(Cl)cc2)n1	.	9%	-1%	-3%	-7	2%
-2%	-28%	-16%	COc1cc(C(=O)ON=C2C(C)=CC(=O)C=C2C)cc(OC)c1OC	8%	28%	-8%	-24%	26	5%
-4%	13%	-11%	O=C(COC(=O)c1ccco1)Nc1ccccc1[N+](=O)[O-]	-12%	-9%	-2%	-3%	-1	2%
-14%	2%	2%	COc1cccc(CN2CCN(C3CCOCC3)CC2CCO)c1 (centres undefined)	2%	-1%	-1%	6%	-2	-7%
4%	-25%	.	CCNc1nc(NCC)nc(N2CC(=O)N(CC(=O)OCC)C2=N)n1	-1%	.	.	-12%	0	-6%
-3%	12%	.	CN1CCN(NC(=O)c2c(-c3ccccc3)sc3ccccc23)CC1	-14%	.	6%	5%	-7	8%
-5%	13%	-10%	Cc1ccc(C)c(OC(=O)c2cccnc2Cl)c1C	-3%	20%	18%	-5%	-12	-25%
-6%	-12%	?	O=C(COc1ccc2ccccc2c1)NCCc1ccc2c(c1)OCCO2	7%	1%	-3%	-7%	-2	1%
1%	-5%	5%	Cc1ccccc1OCC(=O)OCC(=O)NCC1CCCO1 (centres undefined)	-2%	-13%	11%	-18%	-2	0%
-21%	-19%	-10%	CC(/C=C1\SC(=S)N(NC(=O)c2ccccc2C)C1=O)=C\c1ccccc1	11%	-1%	-11%	-11%	-2	-3%
1%	1%	.	Cc1ccc(Cl)c(NC(=O)CSc2n[nH]c(=O)n2C2CC2)c1Cl	7%	.	-1%	-19%	1	-27%
2%	3%	-7%	O=C(Cn1c(=O)c(=O)n(Cc2ccccc2)c2ccc(Cl)cc21)Nc1ccc(F)cc1F	1%	43%[activator]	-4%	-21%	-4	-7%
2%	-14%	-17%	O=S(=O)(c1ccccc1OC(F)(F)F)N1CCN(c2ccnc3cc(Cl)ccc23)CC1	7%	4%	-9%	-6%	0	-9%
-5%	-8%	-4%	Cc1cccnc1CCNC(=O)CCc1nnc(-c2ccccc2)o1	7%	12%	3%	-8%	-9	13%

# Gathered by group, the compounds so far with a furan ring, fused or not (2)
POLK inh	RGS4 inh	Apoferritin bind	compound	ERG Ets-DNA blk	POLB inh	APE1 inh	Pol eta inh	LDHA inh	12-LOX inh
-5%	?	-20%	Cc1ccc(N2CC(C(=O)NCc3ccco3)CC2=O)cc1Cl (centres undefined)	-2%	?	5%	-8%	-1	0%
-4%	13%	-11%	O=C(COC(=O)c1ccco1)Nc1ccccc1[N+](=O)[O-]	-12%	-9%	-2%	-3%	-1	2%

# The listing continues:
POLK inh	RGS4 inh	Apoferritin bind	compound	ERG Ets-DNA blk	POLB inh	APE1 inh	Pol eta inh	LDHA inh	12-LOX inh
5%	-16%	-1%	Cc1ccccc1Nc1sc(C(=O)c2ccccc2)c(N)c1S(C)(=O)=O	5%	26%	.	-8%	-4	-10%
-7%	8%	-21%	CC1CCN(S(=O)(=O)c2ccc3c(c2)N(CC(=O)Nc2ccc(F)c(Cl)c2)C(=O)CO3)CC1	3%	1%	.	-30%	-1	0%
0%	1%	?	Cc1cc(C)n(CC(=O)N2c3ccccc3Sc3ccc(C(F)(F)F)cc32)n1	-3%	13%	-1%	-11%	5	0%
-11%	-8%	-19%	O=C1CC(Nc2ccc(N3CCOCC3)cc2)C(=O)N1CCc1ccccc1 (centres undefined)	-1%	3%	1%	-17%	-1	?
0%	-6%	-9%	COc1ccc(C(C(=O)NC2CCCC2)N(C(=O)c2ccco2)c2cccc(C(C)=O)c2)cc1OC (centres undefined)	-1%	1%	6%	7%	-1	4%
-6%	0%	.	Cc1ccc(CN2CC(=O)N3[C@H]4c5cc(C)ccc5OC[C@@H]4[C@H](c4ccccc4)[C@]3(C)C2=O)cc1	0%	.	-11%	-16%	-11	-52%
14%	-4%[11.4 µM]	-2%	CC(NCCC(Cc1ccccc1)c1ccco1)c1ccccc1 (centres undefined)	12%	8%	0%	17%	-1	-3%
-3%	-33%	.	Cc1ccc(C)c(NC(=O)CN(C)C(=O)c2ccccc2OCc2ccc(Cl)cc2)c1	7%	.	15%	-25%	-1	1%
-10%	13%	.	N#CCCN(C(=O)COC(=O)c1ccc(S(=O)(=O)N2CCCC2)cc1)c1cccc(Cl)c1	8%	.	19%	-16%	-4	94%[activator]
?	-35%	-5%	O=C(Nc1nnc(-c2ccccc2F)s1)C1CCCO1 (centres undefined)	-1%	32µM*	-5%	14µM*	6	-40%

# Source: PubChem BioAssay (National Center for Advancing Translational Sciences (NCATS))
